Rtt109 Vps75 = inhibitors of C. albicans Rtt109/Vps75 HAT, primary screen, biochemical, ThioGlo CoA-SH fluorescence, plate reader | Histone acetyltransferase RTT109 (Candida albicans (strain SC5314 / ATCC MYA-2876)), … | purified Rtt109/Vps75, 4 h | inhibition, % at 34.9 µM | 330,000 compounds, 0.16% hits | AID 540336, 2011;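 active means inhibition of at least 50% in every replicate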
Target sequence (Q5AAJ8 whole entry, looked up): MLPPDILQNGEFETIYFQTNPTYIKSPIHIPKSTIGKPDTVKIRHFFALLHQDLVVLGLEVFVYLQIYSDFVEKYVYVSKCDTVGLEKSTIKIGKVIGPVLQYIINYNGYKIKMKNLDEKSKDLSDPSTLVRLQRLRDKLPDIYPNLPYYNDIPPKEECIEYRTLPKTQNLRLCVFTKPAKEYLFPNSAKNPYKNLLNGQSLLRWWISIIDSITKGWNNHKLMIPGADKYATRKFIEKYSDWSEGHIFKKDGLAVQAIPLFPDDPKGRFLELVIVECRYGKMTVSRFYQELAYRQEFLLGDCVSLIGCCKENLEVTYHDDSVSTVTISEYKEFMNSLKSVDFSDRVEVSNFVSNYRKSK
RTF Ca sens inh = cardiac RTF calcium sensitivity inhibitors, primary screen, biochemical, IANBD-TnC fluorescence, EC70 calcium. Troponin I, cardiac muscle (Homo sapiens) + Troponin T, cardiac muscle (Homo sapiens) + …. IANBD-labeled cardiac RTF, Ca2+ fluorescence. inhibition, % at 7.15 µM. 340,000 compounds, 0.12% hits. AID 493244, 2011;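 active means inhibition above the mean inhibition of all tested compounds plus 3 SD, cut at about 17% in these data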;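 further: assay run at fixed EC70 calcium of 1.6 mM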
dFosB activator = activators of delta FosB homodimer, primary screen, biochemical, fluorescence polarization, TAMRA-CDK5 oligo, single point | 340,000 compounds, 0.99% hits | Protein FosB (Mus musculus), P13346 | purified delta FosB; percent of positive-control signal above neutral wells | activation, % at 25 µM;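 active means mean activation above about 17%, with every replicate also reaching it, limit read from the data, passing the limit was not always enough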;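 further: fluorescence polarization rise as delta FosB binds a TAMRA Cdk5 AP-1 oligo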
RTF Ca sens act = cardiac RTF calcium sensitivity activators, primary screen, biochemical, IANBD-TnC fluorescence, EC20 calcium | Troponin I, cardiac muscle (Homo sapiens) + Troponin T, cardiac muscle (Homo sapiens) + … | IANBD-labeled TnC RTF fluorescence at EC20 calcium; 0% EC20 calcium, 100% full calcium | 340,000 compounds, 0.24% hits | activation, % at 7.2 µM;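 active means activation above the mean over all tested compounds plus 3 SD, cut at about 30% in these data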;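 further: rise in fluorescence read as greater calcium sensitivity of cardiac thin filaments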
PvdQ inh = P. aeruginosa PvdQ acylase inhibitors, primary screen, biochemical, fluorescence, plate reader and imaging, single point. purified PvdQ acylase. inhibition, % at 10 µM. 340,000 compounds, 0.063% hits; in the data active means inhibition above about 30%, passing the limit was not always enough;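 further: 0% = vehicle neutral wells and 100% = reference inhibitor wells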
LANA DNA inh = inhibitors of KSHV C-LANA binding to DNA, primary screen, biochemical, fluorescence polarization, FAM-LBS DNA, MBP-C-LANA, single point; inhibition, % at 9 µM; 340,000 compounds, 0.078% hits; Kaposi's sarcoma herpesvirus LANA C-terminal domain (residues 932-1162) DNA binding;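 active means highest replicate inhibition at or above 60% at 9 µM, even if other replicates fall short; inactive means all replicates below 60% inhibition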;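 further: 0% = neutral control wells and 100% = 4 µM acridine orange control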
Keap1 Nrf2 FP = Keap1-Nrf2 protein-protein interaction inhibitors, primary screen, biochemical, fluorescence polarization, single point; Kelch-like ECH-associated protein 1 (Homo sapiens), Q14145; inhibition, % at 9.4 µM; AID 504523, 2011; Keap1 Kelch-Nrf2 peptide fluorescence polarization, 1536-well; 340,000 compounds, 0.15% hits; in the data active means inhibition above about 12%;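 further: human Keap1 Kelch domain with fluorescein labeled Nrf2 9mer peptide probe; 0% = neutral control wells and 100% = peptide positive control; higher means more block of Keap1 binding to Nrf2 peptide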
PfHsp90 set2 = growth inhibition of PfHsp90-expressing yeast, primary screen, antimalarial PfHsp90 inhibitor project, S. cerevisiae, BacTiter-Glo luminescence, single point, set 2. BacTiter-Glo ATP, 48 h; yeast lacking PDR1 and PDR3 efflux regulators. inhibition, % at 9.4 µM. 310,000 compounds, 0.32% hits. AID 504621, 2011;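 active means every replicate shows inhibition above about 80%, whatever the replicate mean, limit read from the data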;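 further: 0% = DMSO neutral controls and 100% = 20 µM radicicol positive controls; yeast relying on Plasmodium falciparum Hsp90 in place of its own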
CDK5 inh = inhibitors of human CDK5/p35 kinase, primary screen, biochemical, single concentration; 330,000 compounds, 0.01% hits; Recombinant CDK5/p35, ADP-Glo luminescence, 60 min; Cyclin-dependent kinase 5 (Homo sapiens) + Cyclin-dependent kinase 5 activator 1 (Homo …; inhibition, % at 10 µM;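 active means highest replicate inhibition of at least 50% and at least 75% of replicates reaching 50%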;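 further: plate controls were DMSO neutral control for no effect and GW8510 at 10 µM for full effect; many of its hits are not listed in these tables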
Target sequence (Q00535 whole entry, looked up): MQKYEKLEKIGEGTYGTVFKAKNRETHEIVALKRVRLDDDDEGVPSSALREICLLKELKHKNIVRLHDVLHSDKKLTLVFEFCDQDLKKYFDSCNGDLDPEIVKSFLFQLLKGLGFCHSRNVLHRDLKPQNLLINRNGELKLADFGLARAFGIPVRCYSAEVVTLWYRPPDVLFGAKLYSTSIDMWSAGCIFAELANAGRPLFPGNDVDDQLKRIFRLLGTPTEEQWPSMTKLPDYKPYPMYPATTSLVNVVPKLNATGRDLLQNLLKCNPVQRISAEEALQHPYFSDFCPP
Target sequence (Q15078 whole entry, looked up): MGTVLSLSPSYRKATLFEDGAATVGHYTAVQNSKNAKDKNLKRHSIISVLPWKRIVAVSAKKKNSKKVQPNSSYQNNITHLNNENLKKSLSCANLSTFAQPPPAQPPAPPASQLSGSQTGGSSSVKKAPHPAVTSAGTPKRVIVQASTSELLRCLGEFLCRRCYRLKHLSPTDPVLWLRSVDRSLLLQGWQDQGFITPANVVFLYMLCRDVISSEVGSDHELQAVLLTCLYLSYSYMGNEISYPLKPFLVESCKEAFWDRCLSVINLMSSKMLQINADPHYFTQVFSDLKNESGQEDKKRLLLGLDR
Mot1-301 SUMO = yeast Mot1-301 growth rescue at high temperature, primary screen, SUMOylation pathway inhibitor project, S. cerevisiae, ATP luminescence, 38.5C; S. cerevisiae Mot1-301 growth rescue; percent above DMSO median, 100 means doubled; growth rescue, % at 18.8 µM; 320,000 compounds, 1% hits;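 active means every valid replicate shows activation above 250% relative to neutral control wells; inactive means the rest, any valid replicate at or below 250%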;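 further: OY570 slx delta 5 strain wells were the positive control but not used for scaling; some compounds called inactive have numbers as strong as hits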
NSD2 inh = NSD2 histone methyltransferase inhibitors, primary screen, biochemical, AlphaScreen, single concentration, set 2. 310,000 compounds, 0.54% hits. inhibition, % at 12.5 µM. Histone-lysine N-methyltransferase NSD2 (Homo sapiens), O96028. NSD2 peptide methylation, 120 min; in the data active means inhibition above about 50%
An asterisk follows results filed as active.

How did COc1ccc(CCNC(=O)/C=C/c2ccc(C)cc2)cc1OC do in these assays?
Rtt109 Vps75: 0; RTF Ca sens inh: 2; dFosB activator: -1; RTF Ca sens act: -5; PvdQ inh: 19; LANA DNA inh: 0.5; Keap1 Nrf2 FP: 0; PfHsp90 set2: 23; CDK5 inh: 2.4; Mot1-301 SUMO: 8; NSD2 inh: -7

Results for Nc1nonc1/C(=N/O)N1CCCC1 ?
Rtt109 Vps75: -1; RTF Ca sens inh: -13; dFosB activator: 9; RTF Ca sens act: 5; PvdQ inh: -11; LANA DNA inh: 1.0; Keap1 Nrf2 FP: -3; CDK5 inh: 2.0; Mot1-301 SUMO: -11; NSD2 inh: -4

What do the screens show for `Cc1[nH]c2c(C(=O)N3CCCC(CCC(=O)NCc4ccccc4F)C3)cccc2c1C` (centres undefined)?
Rtt109 Vps75: 6; RTF Ca sens inh: 2; dFosB activator: -10; RTF Ca sens act: 4; PvdQ inh: -10; LANA DNA inh: -1.2; Keap1 Nrf2 FP: -5; PfHsp90 set2: -2; CDK5 inh: -2.9; NSD2 inh: 1

How did C/C=C/c1ccc(OCCCCNCc2ccco2)c(OC)c1 do in these assays?
Rtt109 Vps75: -1; RTF Ca sens inh: -2; dFosB activator: -6; RTF Ca sens act: 0; PvdQ inh: -5; LANA DNA inh: -1.0; Keap1 Nrf2 FP: 1; CDK5 inh: 0.1; NSD2 inh: 11

What do the screens show for `C=CCN1C2CCCC1CC(NC(=S)Nc1ccc(Cl)cc1)C2` (centres undefined)?
Rtt109 Vps75: 3; RTF Ca sens inh: -8; dFosB activator: 1; RTF Ca sens act: 6; PvdQ inh: -14; LANA DNA inh: 0.9; Keap1 Nrf2 FP: -6; PfHsp90 set2: -17; CDK5 inh: -0.5; Mot1-301 SUMO: 61; NSD2 inh: 25

How did CCC(=O)Oc1ccc2c(C)c(Cl)c(=O)oc2c1 do in these assays?
Rtt109 Vps75: 4; RTF Ca sens inh: 6; dFosB activator: -1; RTF Ca sens act: 8; PvdQ inh: -7; LANA DNA inh: -0.2; Keap1 Nrf2 FP: 0; PfHsp90 set2: -3; CDK5 inh: 1.4; Mot1-301 SUMO: -15; NSD2 inh: -5

How did Cc1cnc(CNC(=O)c2ccc3oc(C(C)C)nc3c2)[nH]1 do in these assays?
Rtt109 Vps75: 7; RTF Ca sens inh: 1; dFosB activator: -15; RTF Ca sens act: -4; PvdQ inh: 14; LANA DNA inh: -0.2; Keap1 Nrf2 FP: -4; PfHsp90 set2: -4; CDK5 inh: -0.7; Mot1-301 SUMO: -4; NSD2 inh: 10

How did COc1ccc(OCCCSc2ncccn2)cc1 do in these assays?
Rtt109 Vps75: 1; RTF Ca sens inh: -6; dFosB activator: 3; RTF Ca sens act: 1; PvdQ inh: -1; LANA DNA inh: 0.0; Keap1 Nrf2 FP: -3; PfHsp90 set2: -16; CDK5 inh: -0.6; Mot1-301 SUMO: 134; NSD2 inh: -2

What do the screens show for `COc1cccc(OC)c1C(=O)Nc1ccc(N2CCN(C(=O)c3cccs3)CC2)cc1`?
Rtt109 Vps75: 7; RTF Ca sens inh: 1; dFosB activator: -16; RTF Ca sens act: -6; PvdQ inh: 2; LANA DNA inh: -0.9; Keap1 Nrf2 FP: 0; PfHsp90 set2: -11; CDK5 inh: 0.3; Mot1-301 SUMO: 1; NSD2 inh: 22

What do the screens show for `COc1cc(CC(=O)NCCCc2ccccc2)cc(OC)c1OC`?
Rtt109 Vps75: 2; RTF Ca sens inh: 2; dFosB activator: 4; RTF Ca sens act: 0; PvdQ inh: -6; LANA DNA inh: 0.3; Keap1 Nrf2 FP: -1; PfHsp90 set2: 31; CDK5 inh: -5.1; Mot1-301 SUMO: -7; NSD2 inh: 1

How did COc1ccc(N2C(=O)CSC2c2ccc(F)cc2)cc1 (centres undefined) do in these assays?
Rtt109 Vps75: -3; RTF Ca sens inh: -6; dFosB activator: 4; RTF Ca sens act: 1; PvdQ inh: -18; LANA DNA inh: 1.4; Keap1 Nrf2 FP: 3; PfHsp90 set2: 20; CDK5 inh: -0.9; Mot1-301 SUMO: -2; NSD2 inh: -1

How did O=C(Nc1ccccc1Cl)NN1CCCCCC1 do in these assays?
Rtt109 Vps75: 2; RTF Ca sens inh: -9; dFosB activator: -6; RTF Ca sens act: -7; PvdQ inh: 10; LANA DNA inh: 1.4; Keap1 Nrf2 FP: 1; PfHsp90 set2: -12; CDK5 inh: -2.0; NSD2 inh: 20

What do the screens show for `COc1ccc(-c2coc3cc(OC(=O)N4CCOCC4)ccc3c2=O)cc1`?
Rtt109 Vps75: 9; RTF Ca sens inh: -5; dFosB activator: 5; RTF Ca sens act: 10; PvdQ inh: -2; LANA DNA inh: 1.4; Keap1 Nrf2 FP: 3; PfHsp90 set2: 12; CDK5 inh: -1.0; Mot1-301 SUMO: -3; NSD2 inh: -3

Results for Cc1cc(Cl)ccc1OC(C)C(=O)OCC(=O)c1ccc[nH]1 (centres undefined) ?
Rtt109 Vps75: -3; RTF Ca sens inh: -6; dFosB activator: 3; RTF Ca sens act: 0; PvdQ inh: 2; LANA DNA inh: -0.4; Keap1 Nrf2 FP: 5; PfHsp90 set2: 8; CDK5 inh: -0.7; Mot1-301 SUMO: 49; NSD2 inh: 0

How did Clc1ccccc1-c1ncc(-c2ccccc2)o1 do in these assays?
Rtt109 Vps75: -1; RTF Ca sens inh: -5; dFosB activator: -2; RTF Ca sens act: -1; PvdQ inh: -6; LANA DNA inh: 0.4; Keap1 Nrf2 FP: 3; PfHsp90 set2: -12; CDK5 inh: 1.5; Mot1-301 SUMO: -7; NSD2 inh: 2

What do the screens show for `COCCNC(=O)COc1ccc(C)cc1C`?
Rtt109 Vps75: 22; RTF Ca sens inh: 0; dFosB activator: -7; RTF Ca sens act: 2; PvdQ inh: 17; LANA DNA inh: 0.7; Keap1 Nrf2 FP: -5; PfHsp90 set2: -7; CDK5 inh: 0.6; Mot1-301 SUMO: -9; NSD2 inh: -1

What do the screens show for `CCOC(=O)c1nnc2cc(-c3ccc(Br)cc3)nn2c1C`?
Rtt109 Vps75: -4; RTF Ca sens inh: -18; dFosB activator: 3; RTF Ca sens act: 3; PvdQ inh: -17; LANA DNA inh: -0.7; Keap1 Nrf2 FP: -2; PfHsp90 set2: -41; CDK5 inh: 0.2; Mot1-301 SUMO: 8; NSD2 inh: -3

Results for CC(C)CNS(=O)(=O)c1ccc(OCC(=O)NCC2CCCO2)c(Cl)c1 (centres undefined) ?
Rtt109 Vps75: 12; RTF Ca sens inh: -17; dFosB activator: 2; RTF Ca sens act: -5; PvdQ inh: 2; LANA DNA inh: -0.4; Keap1 Nrf2 FP: -2; PfHsp90 set2: 8; CDK5 inh: 0.2; Mot1-301 SUMO: -1; NSD2 inh: -2

How did CCCCC(=O)Nc1ccc(NC(=O)c2ccccc2OC)cn1 do in these assays?
Rtt109 Vps75: -1; RTF Ca sens inh: 2; dFosB activator: -13; RTF Ca sens act: 3; PvdQ inh: -12; LANA DNA inh: 0.8; Keap1 Nrf2 FP: 1; PfHsp90 set2: 24; CDK5 inh: -3.3; Mot1-301 SUMO: 6; NSD2 inh: 9

Results for CC(=O)N1CCc2cc(S(=O)(=O)CCC(=O)NCc3ccc(Cl)cc3)ccc21 ?
Rtt109 Vps75: 1; RTF Ca sens inh: -6; dFosB activator: -7; RTF Ca sens act: -2; PvdQ inh: 4; LANA DNA inh: 0.2; Keap1 Nrf2 FP: -1; PfHsp90 set2: -38; CDK5 inh: 1.9; Mot1-301 SUMO: 15; NSD2 inh: -4

What do the screens show for `CCN(CC(=O)NC1CCS(=O)(=O)C1)S(=O)(=O)c1cc([N+](=O)[O-])ccc1C` (centres undefined)?
Rtt109 Vps75: -7; RTF Ca sens inh: -13; dFosB activator: 0; RTF Ca sens act: -3; PvdQ inh: -9; LANA DNA inh: 1.8; Keap1 Nrf2 FP: 4; PfHsp90 set2: 18; CDK5 inh: 0.1; Mot1-301 SUMO: -1; NSD2 inh: 2

Results for Cc1ccc2[nH]c(=O)c(CN(Cc3cccnc3)C(=O)c3ccncc3)cc2c1 ?
RTF Ca sens inh: 0; dFosB activator: 0; RTF Ca sens act: -2; PvdQ inh: -2; LANA DNA inh: -0.1; Keap1 Nrf2 FP: 0; CDK5 inh: -0.1; Mot1-301 SUMO: 32; NSD2 inh: -1

How did CC(=O)Nc1ccccc1NC(=O)C/C(C)=N/NC(=O)C(=O)Nc1cccc(Cl)c1C do in these assays?
Rtt109 Vps75: -12; RTF Ca sens inh: -7; dFosB activator: -5; RTF Ca sens act: 12; PvdQ inh: -12; LANA DNA inh: -0.3; Keap1 Nrf2 FP: -4; PfHsp90 set2: -12; CDK5 inh: -2.5; Mot1-301 SUMO: 23; NSD2 inh: 0

What do the screens show for `CN1CCC(=O)N([C@H](CN=[N+]=[N-])Cc2ccccc2)CC1`?
Rtt109 Vps75: 1; RTF Ca sens inh: -3; dFosB activator: 2; RTF Ca sens act: 2; PvdQ inh: -3; LANA DNA inh: 0.3; Keap1 Nrf2 FP: -3; PfHsp90 set2: 6; CDK5 inh: 2.9; Mot1-301 SUMO: -7

How did Cn1ccnc1SCC(=O)NC1CC1 do in these assays?
Rtt109 Vps75: 3; RTF Ca sens inh: -13; dFosB activator: -4; RTF Ca sens act: -1; PvdQ inh: 6; LANA DNA inh: 5.8; Keap1 Nrf2 FP: -6; PfHsp90 set2: -4; CDK5 inh: 0.5; Mot1-301 SUMO: -8; NSD2 inh: -1

How did Cc1cccc(CCNc2nc3ccccc3n3nnnc23)c1 do in these assays?
Rtt109 Vps75: -1; RTF Ca sens inh: -26; dFosB activator: -7; RTF Ca sens act: 1; PvdQ inh: -5; LANA DNA inh: 0.3; Keap1 Nrf2 FP: -2; PfHsp90 set2: 15; CDK5 inh: 2.0; Mot1-301 SUMO: -30; NSD2 inh: -1
